Screening data from PubChem BioAssay.
CRE Fsk mod – Cell signaling CRE-BLA (Fsk stim) | CHO CRE-bla reporter (cAMP response element driving beta-lactamase), forskolin EC10, beta-lactamase ratio | Potency, µM (titrated, usually from 38.2 µM), for inactives: at the highest dose activity change, negative = inhibition, most hits filed as activators | AID 662, 2007 | hit rate 2.5% among 71,000; active = well fitted activation curve with a large enough effect in the signal ratio, with a control signal flat, not every such curve was filed as active; inconclusive = small, poorly fitted or top-dose-only effect, or effect the other way, or a change in a side signal; the % refers to the signal ratio; also: potency is read from the fitted curve at half-maximal effect; % of control where 0% means no effect
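Modulation of forskolin signalling: compounds in titration series added with EC10 NKH 477 to CHO cells carrying a CRE-driven beta-lactamase reporter, 3 h, 37C. CCF4 FRET ratio (460/530 nm, ex 405 nm) gives %activity and AC50.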
A350 fluor – qHTS Assay for Spectroscopic Profiling in A350 Spectral Region. Compound autofluorescence, 340/450 nm, Alexa 350 dye-equivalents; stronger effect = higher value. max dye-equivalent concentration, M. hit rate 11% among 59,000. AID 590, 2007; in the data active = max dye-equivalent concentration above about 10 nM; inconclusive = mostly about 1.1 nM to 9.6 nM
BRCT inh red – qHTS Assay for Inhibitors of BRCT-Phosphoprotein Interaction (Red Fluorophore); BRCT-phosphopeptide binding, red fluorescence polarization; Potency, µM (top dose mostly 76.9 µM), for the others: at the highest dose activity change, negative = inhibition, actives largely listed as inhibitors; hit rate 0.03% among 75,000; also: % is scaled to controls: 0 for no effect and ±100 for the full control effect
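Fluorescence polarization: 100 nM His-tagged BRCA1 BRCT with 100 nM TAMRA-labelled phospho-BACH1 decapeptide, phosphate buffer pH 7.3 with 150 mM NaCl, DTT, 0.01% Tween 20; 12 min RT. Binding inhibition seen as FP decrease.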
Tau filament bind – qHTS Assay for Tau Filament Binding. Microtubule-associated protein tau (Homo sapiens), P10636. recombinant tau filaments, thioflavin S fluorescence, 15 h; filaments grown with octadecylsulfate alongside compound. Potency, µM (highest dose often 57.1 µM), inactives show at the top dose activity change, negative = inhibition. hit rate 2% among 71,000;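 also: potency is read from the fitted curve at half-maximal effect; % is scaled to controls: 0 for no effect and ±100 for the full control effect; actives lower thioflavin S fluorescence by blocking filaments or displacing dye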
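ThS-based fibril read: tau 1 uM final, inducer ODS 30 uM final, 37 C for 15 h, ex 450/em 510 nm.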
USP2a inhib – qHTS Assay for Inhibitors of Ubiquitin-specific Protease USP2a; USP2a enzymatic assay, qHTS inhibition; Ubiquitin carboxyl-terminal hydrolase 2 (Homo sapiens), O75604; Potency, µM (doses to about 38.3 µM), inactives show at the highest dose activity change, negative = inhibition, usual class: inhibitors; hit rate 0.1% among 60,000; AID 927, 2007;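 also: potency is read from the fitted curve at half-maximal effect; nearly all actives have a fitted effect of over 60% in size; plate controls were DMSO for no effect and NEM full inhibition control for full effect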
Target sequence (O75604 whole entry, looked up): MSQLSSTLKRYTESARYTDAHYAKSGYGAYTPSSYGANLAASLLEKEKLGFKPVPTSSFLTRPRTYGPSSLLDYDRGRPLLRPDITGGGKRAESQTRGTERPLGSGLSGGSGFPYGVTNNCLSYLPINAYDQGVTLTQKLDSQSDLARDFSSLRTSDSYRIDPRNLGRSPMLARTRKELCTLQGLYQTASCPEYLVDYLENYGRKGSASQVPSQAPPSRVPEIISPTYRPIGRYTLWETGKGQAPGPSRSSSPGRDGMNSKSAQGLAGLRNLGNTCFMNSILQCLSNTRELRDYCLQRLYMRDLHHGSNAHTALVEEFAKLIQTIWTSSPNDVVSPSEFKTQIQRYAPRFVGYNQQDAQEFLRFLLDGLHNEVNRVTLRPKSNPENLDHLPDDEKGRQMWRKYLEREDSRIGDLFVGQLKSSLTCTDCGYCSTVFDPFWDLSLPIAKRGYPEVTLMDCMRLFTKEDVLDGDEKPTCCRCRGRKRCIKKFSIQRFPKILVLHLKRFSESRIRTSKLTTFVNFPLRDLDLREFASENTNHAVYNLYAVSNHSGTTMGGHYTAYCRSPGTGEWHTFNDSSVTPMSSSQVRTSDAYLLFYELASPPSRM
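USP2 core (20nM final) preincubated 30 min RT with compound, then Ub-PLA2 20nM and NBD C6-HPC 20uM final added; buffer 20mM Tris-HCl pH 8.0, 2mM CaCl2. Fluorescence Ex 460/Em 535 read at 0 and 2.5 h; normalized to NEM.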
Luciferase inh – qHTS Assay for Inhibitors of Firefly Luciferase. purified firefly luciferase, luminescence, 8 min. Potency, µM (highest dose often 57.1 µM), inactives show at the highest dose activity change, negative = inhibition, actives largely listed as inhibitors. Luciferin 4-monooxygenase (Photinus pyralis), P08659. hit rate 2.2% among 72,000; also: potency is read from the fitted curve at half-maximal effect; % is scaled to controls: 0 for no effect and ±100 for the full control effect; nearly all actives have a fitted effect of over 40% in size
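Firefly luciferase (PKLight detection mix) with 10 uM ATP in pH 7.2 imidazole buffer (KCl, MgCl2, Tween 20, BSA). Compounds tested across a concentration series (qHTS). Luminescence read after 8 min at ambient temperature.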
Caspase-7 inhib – qHTS Assay for Allosteric/Competitive Inhibitors of Caspase-7. P55210. recombinant caspase-7, Ac-DEVD-AFC fluorescence rate. Potency, µM (top dose mostly 57.5 µM), without a hit: at the top dose activity change, negative = inhibition, most hits filed as inhibitors. hit rate 0.02% among 75,000; active = well fitted inhibition curve with a large enough effect in the main read-out, with a control signal flat, not every such curve was filed as active; inconclusive = small, poorly fitted or top-dose-only effect, or a change in a side signal; also: potency is read from the fitted curve at half-maximal effect; % of control where 0% means no effect
Target sequence (P55210 24-198 limits assumed): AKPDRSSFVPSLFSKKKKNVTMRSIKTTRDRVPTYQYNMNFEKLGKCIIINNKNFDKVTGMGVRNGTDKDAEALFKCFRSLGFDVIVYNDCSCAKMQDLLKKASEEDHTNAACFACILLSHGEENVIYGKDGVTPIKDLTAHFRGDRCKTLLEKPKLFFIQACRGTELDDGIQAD
Target sequence (P55210 207-303 limits assumed): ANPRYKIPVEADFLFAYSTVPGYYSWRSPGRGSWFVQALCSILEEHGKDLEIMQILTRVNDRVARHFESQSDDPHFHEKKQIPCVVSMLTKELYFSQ
Caspase-1 inhib – qHTS Assay for Allosteric/Competitive Inhibitors of Caspase-1; Caspase-1 enzyme, Ac-WEHD-AFC fluorogenic rate; Potency, µM (titrated, usually from 57.5 µM), for inactives: at the highest dose activity change, negative = inhibition, usual class: inhibitors; hit rate 0.03% among 75,000; AID 900, 2007;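 also: potency is read from the fitted curve at half-maximal effect; plate controls were vehicle for no effect and no substrate for full effect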
ERK AVP block – qHTS Assay for Inhibitors of the ERK Signaling Pathway using a Homogeneous Screening Assay; HEK293-V1b, vasopressin-stimulated pERK AlphaScreen; Potency, µM (doses to about 57.5 µM), inactives show at the top dose activity, negative = inhibition, most hits filed as inhibitors; hit rate 0.99% among 72,000; also: potency is read from the fitted curve at half-maximal effect; % is scaled to controls: 0 for no effect and ±100 for the full control effect; nearly all actives have a fitted effect of over 55% in size
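qHTS, compounds titrated on V1b-expressing HEK293 cells. Preincubation 30 min at 37C, vasopressin 25 nM for 5 min, lysis 10 min, bead incubation 5 hr at room temperature.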
BRCT PPI green – qHTS Assay for Inhibitors of BRCT-Phosphoprotein Interaction (Green Fluorophore); hit rate 0.05% among 75,000; Breast cancer type 1 susceptibility protein (Homo sapiens), P38398; Potency, µM (top dose mostly 76.9 µM), for inactives: at the highest dose activity change, negative = inhibition, actives largely listed as inhibitors; BRCA1 BRCT-phosphopeptide binding, green fluorescence polarization;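 also: potency is read from the fitted curve at half-maximal effect; plate controls were peptide without protein for full effect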
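Compounds were incubated for 12 min at room temperature with a complex of 100 nM fluorescein-tagged pBACH1 decapeptide and 250 nM His-tagged BRCT protein. Buffer was phosphate pH 7.3 with EDTA, DTT and Tween 20. Disruption of binding lowers the polarization signal.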
HEK293 cAMP ctrl – qHTS Assay for Agonists of the Thyroid Stimulating Hormone Receptor: Activators of Intracellular cAMP Concentrations in Parental HEK 293. parental HEK293 CNG cAMP sensor, membrane potential fluorescence. Potency, µM (highest dose often 57.1 µM), without a hit: at the top dose activation, usual class: activators. hit rate 2.5% among 73,000. AID 938, 2007; also: potency is read from the fitted curve at half-maximal effect; % of control where 0% means no effect; nearly all actives have a fitted effect of over 55% in size
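Parental HEK 293 cells stably expressing a cAMP-gated CNG channel were loaded with membrane potential dye containing 100 uM RO 20-1724 for 60 min. Compound added for 30 min; depolarization read as fluorescence intensity at 590 nm.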
* marks the source's active call; other numbers are inactive results; i = inactive; ? = inconclusive; . = no result given; [ ] = remark or other dose. Unless noted, calls follow the shape of the dose curve; as a rule, active = well fitted curve in the direction sought with a large enough effect; inconclusive = small, poorly fitted or top-dose-only effect, or another doubt; inactive = no such curve, though single readings can be large; an effect the other way counts as inactive or inconclusive.

Structure	Tau filament bind	Luciferase inh	Caspase-7 inhib	A350 fluor	BRCT PPI green	Caspase-1 inhib	BRCT inh red	USP2a inhib	CRE Fsk mod	ERK AVP block	HEK293 cAMP ctrl
O=C(Nc1ccc(Oc2ccccc2)cc1)C1CCCN(c2ncccn2)C1 (stereo unspecified)	24%	1%	-1%	i	-1.2%	-3%	0.3%	.	-3%	-7%	?
COc1ccc(S(=O)(=O)Nc2cc(C(=O)NCCC(C)C)ccc2N2CCOCC2)cc1	-2%	0%	0%	i	-1.1%	-3%	-1.8%	32%[activator]	9%	-4%	3%
O=C(O)c1cccc(NS(=O)(=O)c2ccc(Cl)c(C(=O)O)c2)c1	-10%	0%	1%	.	-1.8%	1%	0.7%	-3%	-2%	-8%	6%
COc1ccc2[nH]cc(CCNc3ncncc3-c3ccccc3OC)c2c1	-1%	2%[2.29 µM]	-3%	i	-2.3%	-12%	-0.7%	106%[activator]	13%	-14%	3.2µM*
CCc1nnc(NC(=O)CSc2nnc3ncccn23)s1	1%	5%	2%	i	-2.0%	-1%	-0.7%	1%	4%	-15%	?
O=C(O)c1cccc(CSc2ncccn2)c1	0%	2%	1%	?	-0.5%	0%	0.7%	-3%	-1%	-4%	6%
CCCc1ccc(OCCNC(=O)CC)cc1	0%	-1%	1%	?	0.5%	0%	1.6%	9%	2%	-8%	4%
COc1ccc(N2CCN(CC(=O)Nc3c(C)cc(C)cc3C)CC2)cc1	-10%	1%	-1%	i	-2.0%	-3%	-1.7%	-6%	?	4%	?
O=C1COc2cccnc2N1	2%	0%	-1%	i	0.7%	1%	1.3%	-8%	-9%	-12%	1%
CO[C@]1(NC(=O)Cc2cccs2)C(=O)N2C(C(=O)O)=C(COC(N)=O)CS[C@H]21	-8%[25.6 µM]	5%[25.5 µM]	-3%[25.7 µM]	i	0.4%[34.4 µM]	-12%[25.7 µM]	-0.4%[34.4 µM]	-10%[17.1 µM]	3%[17.1 µM]	-13%[25.7 µM]	4%[25.6 µM]
CC(=O)NCCC(=O)Nc1ccc(C)c(F)c1	17%	1%	0%	i	-0.8%	0%	0.0%	1%	-1%	-6%	2%
Cc1nnc(SCc2cnc(-c3ccc(C(C)C)cc3)s2)n1C	10%	0.5µM*	0%	i	-1.0%	-1%	-1.0%	7%	-6%	28%	?
O=C(c1csnn1)N1CCC2(CC1)CCN(c1cccc(-c3ccccc3)c1)CC2	?	0%[11.4 µM]	-3%	i	-0.9%	-4%	-1.0%	132%[activator]	0%	21%	?
O=C(Cc1ccccc1)NO	.	.	-7%	.	-1.9%[3.08 µM]	-5%	-1.6%	1%	.	35%	.
O=C(CN1CCN(S(=O)(=O)c2ccc(F)cc2)CC1)Nc1ccc2c(c1)OCCO2	-38%	-3%	0%	i	-2.4%	-1%	-1.4%	25%	?	-12%	16%
CCc1ccc(NC2=NCC(=O)N2c2ccc3c(c2)OCCO3)cc1	1%	0%	-1%	i	-1.8%	0%	0.4%	19%	0%	0%	-10%
C=C1Cn2c(nnc2-c2ccc(Cl)cc2)S1	6%	0%	1%	.	-1.3%	-4%	0.6%	.	4%	9%	6%
CCOC(=O)CSc1nc2ccccc2c(=O)n1CC1COc2ccccc2O1 (stereo unspecified)	7%	3%	-1%	?	-1.3%	0%	0.5%	-12%	-11%	5%	?
Cc1noc(C)c1S(=O)(=O)Nc1ccc(C(=O)N2CCN(c3ccc(Cl)cc3)CC2)cc1	-7%	-2%	0%	i	2.6%	3%	-0.4%	18%	-10%	6%	7%
CCN(CC)c1nc(Nc2ccccc2)nc(Oc2ccc(=O)n(C)n2)n1	1%	1%	8%	?	0.8%	-1%	-0.3%	16%	?	-14%	?
COc1ccccc1N(C(=O)c1snc(C(N)=O)c1N)C(C(=O)NC1CCCC1)c1ccco1 (stereo unspecified)	0%	1%	0%[0.00368 µM]	4.7e-07M*	3.2%	?	-1.3%	21%	?	-4%	1µM*
CCCCNC(=O)C(c1ccc(OCC(=O)OC)c(C(=O)OC)c1)N(CCC1=CCCCC1)C(=O)CCCCCN1C(=O)NC(c2ccc(-c3ccccc3)cc2)C(C(=O)OCc2ccccc2)=C1C (stereo unspecified)	27%	.	0%	.	-6.1%	-3%	-1.6%	.	9%	-16%	-3%
Cc1ccc2c(C(=O)CN3CCN(c4ccccc4)CC3)c(C)[nH]c2c1	-11%	0%	1%	?	-0.1%	0%	2.4%	13%	-9%	2%	13%
Cc1cccc(CS(=O)(=O)Cc2ccc(C(=O)O)o2)c1	-5%	0%	0%	i	-0.4%	2%	-1.1%	-2%	9%	10%	-2%
CC(Oc1ccccc1)C(=O)NC1CCN(Cc2ccccc2)CC1 (stereo unspecified)	-2%	0%	1%	i	0.4%	1%	0.2%	11%	-2%	-16%	17%
O=C(O)c1ccc(NS(=O)(=O)Cc2ccccc2)cc1	-3%[11.4 µM]	3%[11.4 µM]	0%[11.5 µM]	i	1.2%[15.4 µM]	0%[11.5 µM]	-1.8%[15.4 µM]	.	7%[7.6 µM]	0%[11.5 µM]	16%[11.4 µM]
O=c1[nH]c2cc3c(cc2cc1C(c1nnnn1Cc1ccccc1)N1CCN2CCCC2C1)OCCO3 (stereo unspecified)	-22%	1%	-22%	3.7e-07M*	3.5%	?	1.1%	19%	-12%	-5%	-7%
CCOc1ccc(N2C(=O)CC(SC(=NC)Nc3cccc(F)c3)C2=O)cc1 (stereo unspecified)	196%	2%	-4%	.	-0.5%	-6%	-0.1%	8%	-6%	-19%	-23%
Cc1c(NC(=O)c2ccccc2N)cccc1C(=O)O	-2%	-15%	-1%	?	-2.5%	-2%	1.0%	-3%	1%	9%	-3%
O=c1cc(-c2ccccc2)c2ccccc2[nH]1	16%	4%	-1%	i	0.2%	1%	-0.2%	-3%	12%	?	-2%

Some of the entries above in a different format:
Results follow in this order: Tau filament bind | Luciferase inh | Caspase-7 inhib | A350 fluor | BRCT PPI green | Caspase-1 inhib | BRCT inh red | USP2a inhib | CRE Fsk mod | ERK AVP block | HEK293 cAMP ctrl
Cc1c(NC(=O)c2ccccc2N)cccc1C(=O)O
→ -2% | -15% | -1% | ? | -2.5% | -2% | 1.0% | -3% | 1% | 9% | -3%
O=C(CN1CCN(S(=O)(=O)c2ccc(F)cc2)CC1)Nc1ccc2c(c1)OCCO2
→ -38% | -3% | 0% | i | -2.4% | -1% | -1.4% | 25% | ? | -12% | 16%

More results follow:
Structure	Tau filament bind	Luciferase inh	Caspase-7 inhib	A350 fluor	BRCT PPI green	Caspase-1 inhib	BRCT inh red	USP2a inhib	CRE Fsk mod	ERK AVP block	HEK293 cAMP ctrl
CC1CCc2nn(CC(=O)Nc3ccc(F)cc3F)cc2C1 (stereo unspecified)	-20%	-4%	-2%	.	-1.9%	1%	-0.9%	.	5%	-9%	6%
CCOc1ccccc1C(=O)N1CCN=C1SC	-34%	1%	0%	i	-2.0%	-3%	-1.4%	0%	-1%	-3%	18%
CCn1nnc(-c2ccccc2NS(=O)(=O)c2ccc(C(=O)OC)cc2)n1	-9%	1%	0%	i	-0.5%	1%	-1.7%	3%	1%	15%	12%
O=C(CCc1nc2ccccc2[nH]1)N1CCN(C(=O)c2ccco2)CC1	-8%	3%	0%	.	-1.0%	2%	-0.7%	.	-9%	-2%	1%
CCOC(=O)CCN1C(=O)[C@H]2[C@H]3[C@H](O)[C@H](O)C/C(=N/NC(=O)OCc4ccccc4)[C@H]3CC[C@@H]2C1=O	.	2%[11.4 µM]	1%[11.5 µM]	.	-0.4%[15.4 µM]	1%[11.5 µM]	-0.8%[15.4 µM]	.	.	7%[11.5 µM]	-2%[11.4 µM]
COC(=O)c1cc(OC)c(OC)cc1NC(=O)CCC1CCCC1	26%	1%	-3%	i	-0.7%	-1%	-0.8%	6%	?	-14%	25%
